# Compound activity: PubChem BioAssay, several laboratories
# Rtt109 HAT inh: blocks Candida albicans Rtt109/Vps75 acetyltransferase activity | AID 540336 | purified Rtt109/Vps75, ThioGlo CoA-SH fluorescence, 4 h | actives 0.16% (n = 330,000) | inhibition, % at 34.9 µM;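 active = inhibition of at least 50% in every replicate; inconclusive = best replicate reaches 50% inhibition but some replicates fall short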
# Target sequence (Q5AAJ8 whole entry, looked up): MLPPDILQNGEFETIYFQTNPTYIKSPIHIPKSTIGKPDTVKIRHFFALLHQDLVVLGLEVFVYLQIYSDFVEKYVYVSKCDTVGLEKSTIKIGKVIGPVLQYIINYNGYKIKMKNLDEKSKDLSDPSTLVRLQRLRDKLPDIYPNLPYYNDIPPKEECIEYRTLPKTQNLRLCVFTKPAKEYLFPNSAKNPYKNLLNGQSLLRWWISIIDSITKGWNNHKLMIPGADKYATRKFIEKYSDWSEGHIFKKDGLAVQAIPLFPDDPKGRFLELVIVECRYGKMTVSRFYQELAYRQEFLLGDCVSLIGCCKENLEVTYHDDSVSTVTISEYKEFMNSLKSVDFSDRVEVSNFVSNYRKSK
# SR-BI DiI inh: inhibitors of mouse SR-BI mediated HDL lipid uptake | Q61009 | ldlA[mSR-BI] CHO cells, DiI-HDL uptake fluorescence, 3 h | inhibition, % at 12.5 µM | actives 0.96% (n = 320,000) | AID 488896;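 active = mean replicate inhibition of at least 70% and a set share of replicates each scoring 70 or more; inconclusive = meets just one of the two criteria; inactive = fails both criteria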;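 also: 0% = median of neutral control wells and 100% = median of positive control wells; values of inactives mirror those of a sister screen read the other way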
# PvdQ acylase: P. aeruginosa PvdQ acylase inhibition; purified PvdQ acylase, fluorescence plate reader; inhibition, % at 10 µM; actives 0.063% (n = 340,000); AID 488965; in the data active = inhibition above about 30%, passing the limit was not always enough; inconclusive = no clear call, values can overlap the other calls;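 also: 0% = vehicle neutral wells and 100% = reference inhibitor wells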
# Wnt act: activates Wnt/beta-catenin signaling in a reporter cell assay | AID 743398 | activator, plate reader | actives 1.2% (n = 300,000) | activation, % at 9.35 µM; in the data active = activation above about 30%, passing the limit was not always enough; inconclusive = no clear call, values can overlap the other calls;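 also: 0% = neutral control wells and 100% = positive control wells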
# CDK5 inh: CDK5/p35 (human) kinase inhibition. Recombinant CDK5/p35, ADP-Glo luminescence, 60 min. inhibition, % at 10 µM. actives 0.01% (n = 330,000). Q00535+Q15078;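 active = highest replicate inhibition of at least 50% and at least 75% of replicates reaching 50%; inconclusive = only one of the two criteria met; inactive = both criteria failed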;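 also: plate controls were DMSO neutral control for no effect and GW8510 at 10 µM for full effect; many of its hits are not listed in these tables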
# SR-BI DiI-HDL act: SR-BI HDL lipid transfer activation; actives 0.096% (n = 320,000); activation, % at 12.5 µM; CHO ldlA[mSR-BI] cells, DiI-HDL uptake fluorescence, 3 h; 100 = double the neutral-control signal;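 active = mean replicate activation of at least 60% and every replicate at or above 60%; inconclusive = mean or all-replicate condition met, but not both; inactive = mean below 60% and not all replicates reaching 60%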;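 also: 0% = median plate neutral-control signal and 100% = twice that signal; values of inactives mirror those of a sister screen read the other way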
#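 System: LDL receptor-deficient CHO ldlA cells overexpressing murine SR-BI | Timing: 3 h uptake period with compound, 37 °C | Medium: HEPES-buffered (25 mM, pH 7.4) F12 plus 0.5% BSA | Dosing: Single-point compound dose | Signal: Bottom-read fluorescence, 550/595 nm | Read-out: Retained DiI signal reflecting DiI-HDL uptake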
# HTR5A ag: counter-screen for OPRM1-OPRD1 agonists: human HTR5A agonism | actives 0.61% (n = 340,000) | HTR5A agonist assay, luminescence, cell-based | activation, % at 9.3 µM | P47898; in the data active = activation mostly above about 9.5%, no sharp cut-off; inactive = mostly below about 7.6%;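 also: 0% = cells with vehicle only and 100% = reference agonist; strong numbers were not always called active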
# Target sequence (P47898 whole entry, looked up): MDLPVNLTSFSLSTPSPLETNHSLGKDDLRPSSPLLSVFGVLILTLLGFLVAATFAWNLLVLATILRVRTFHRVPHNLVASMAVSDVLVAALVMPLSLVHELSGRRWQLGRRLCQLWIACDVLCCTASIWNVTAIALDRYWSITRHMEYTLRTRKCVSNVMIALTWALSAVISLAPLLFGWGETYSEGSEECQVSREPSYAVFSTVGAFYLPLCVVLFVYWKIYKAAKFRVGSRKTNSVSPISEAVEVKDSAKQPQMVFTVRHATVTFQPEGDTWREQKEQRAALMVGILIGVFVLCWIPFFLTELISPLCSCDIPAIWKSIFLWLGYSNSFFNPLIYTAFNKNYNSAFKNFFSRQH
# dFosB activator: mouse delta FosB homodimer activation; purified delta FosB, TAMRA-CDK5 oligo fluorescence polarization; percent of positive-control signal above neutral wells; activation, % at 25 µM; actives 0.99% (n = 340,000);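 active = mean activation above about 17%, with every replicate also reaching it, limit read from the data, passing the limit was not always enough; inconclusive = only one of the two conditions met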;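 also: fluorescence polarization rise as delta FosB binds a TAMRA Cdk5 AP-1 oligo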
# Target sequence (P13346 whole entry, looked up): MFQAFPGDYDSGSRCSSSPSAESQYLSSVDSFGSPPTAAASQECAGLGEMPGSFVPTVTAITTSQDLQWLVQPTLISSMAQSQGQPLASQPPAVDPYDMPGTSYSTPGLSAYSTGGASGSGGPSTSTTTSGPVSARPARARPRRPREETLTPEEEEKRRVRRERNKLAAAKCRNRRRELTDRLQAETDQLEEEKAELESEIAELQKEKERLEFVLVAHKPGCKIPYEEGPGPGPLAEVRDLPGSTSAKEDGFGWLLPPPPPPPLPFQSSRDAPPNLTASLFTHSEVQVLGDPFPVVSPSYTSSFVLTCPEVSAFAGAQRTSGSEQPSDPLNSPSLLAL
# cardiac RTF act: increases calcium sensitivity of human cardiac regulated thin filaments | P19429+P45379 | IANBD-labeled TnC RTF fluorescence at EC20 calcium; 0% EC20 calcium, 100% full calcium | activation, % at 7.2 µM | actives 0.24% (n = 340,000) | AID 493008;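 active = activation above the mean over all tested compounds plus 3 SD, cut at about 30% in these data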;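 also: rise in fluorescence read as greater calcium sensitivity of cardiac thin filaments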
# MITF TRPM1 HTS: increases MITF-driven TRPM1 promoter luciferase signal; SK-MEL-5 TRPM1-promoter luciferase, 24 h; % of positive control, neutral wells = 0; activation, % at 12.5 µM; actives 0.75% (n = 300,000); AID 588334;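 active = mean activation of at least 80% with every replicate also reaching 80%; inconclusive = mean reaches 80% but some replicate falls short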;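 also: 0% = neutral control wells and 100% = parthenolide positive control wells; values of inactives mirror those of a sister screen read the other way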
# The depositor's hits bear a star; i = inactive; ? = inconclusive; . = not tested or not shown.
# Below each SMILES: Rtt109 HAT inh, SR-BI DiI inh, PvdQ acylase, Wnt act, CDK5 inh, SR-BI DiI-HDL act, HTR5A ag, dFosB activator, cardiac RTF act, MITF TRPM1 HTS
O=C(Cc1ccc([N+](=O)[O-])cc1)NCc1ccccc1Cl
    2, -14, -10, -1, 1.0, 14, 1, 0, 3, 1
CCN(CC)CCOC(=O)C(Cc1ccco1)Cc1cccc2ccccc12 (configuration not stated)
    -10, -8, -18, -1, 0.5, 8, -6, 2, 3, .
CCOc1ccc(CC(=O)Nc2ccc(S(=O)(=O)N3CCCC3)cc2)cc1
    -9, 18, -16, -2, -2.1, -18, -2, -5, 1, -4
O=C(NCCN1CCN(c2ccccc2)CC1)c1cccn2c(=O)c3ccccc3nc12
    -4, 14, 14, ., 1.1, -14, -1, -2, -3, 7
O=C1OC(c2ccccc2)/C(=C(/O)c2ccccc2)C1=O (configuration not stated)
    7, -15, 5, ., -0.2, ., 3, 0, 8, 14
C=CCn1c(SCC(=O)NC2CC2)nnc1-c1cccs1
    -1, -7, -4, 1, -0.5, 7, -3, 2, 2, 7
Cc1ncc([N+](=O)[O-])n1CC(=O)Nc1ccc(Cl)cc1
    -4, -23, -4, -1, -1.8, 23, 4, 14, 3, -4
CC(C)CCn1c(SCCc2ccccc2)nc2c1c(=O)[nH]c(=O)n2C
    -4, 19, -7, -1, -1.6, -19, 2, -4, -5, 8
CCO[C@H]1OC(C(=O)Nc2ccccc2)=C[C@@H](C2CC2)[C@@H]1CCCO
    1, -3, -11, 0, 0.1, 3, 8, -8, -3, 1
CCNC(=O)c1cc2c(=O)n3cccc(C)c3nc2n(CCc2ccccc2)c1=N
    -223, -4, -53, ., 1.4, 4, -8, 9, 4, 11
Cn1c(CN2CCCCC2)c(C#N)c2ccccc21
    21, -8, 1, -2, 1.0, 8, 1, 1, 1, -9
COc1ccc(Cl)cc1C(=O)NNC1CC(=O)N(Cc2ccc(Cl)cc2)C1=O (configuration not stated)
    -7, -17, -2, ., -1.4, 17, 3, -11, -5, -7
CN1CCc2c1nc1ccccc1c2NC(=O)CN1CCCC1
    -2, -22, -3, 0, 2.8, 22, 3, 2, -2, .
O=C1CCC/C1=C/Nc1cccc(F)c1
    -2, -8, 4, 5, 1.6, 8, -2, 0, 2, .
O=C(Nc1ccc(S(=O)(=O)NC2=NCCCCC2)cc1)c1ccc(C(F)(F)F)cc1
    31, ., -7, -3, -0.3, ., 4, -14, 2, -17
Cc1cc(C)c2nc(NC(=O)C3CSC4(C)CCC(=O)N34)sc2c1 (configuration not stated)
    -5, -59, -12, -25, -3.8, 59, 0, -8, 7, -19
O=C(O)c1ccc(COc2c(F)c(F)c(F)c(F)c2F)o1
    -8, -21, -9, ., 0.6, 21, 5, -3, 6, -9
CN1CC2=Cc3ccccc3OC23Oc2ccccc2C=C3C1
    2, -335, -15, ., -3.6, ?, -2, 1, 6, -14
O=C(/C=C/c1ccco1)Nc1ccc2c(c1)OCO2
    -2, 12, -14, 33*, 0.0, -12, -2, -6, 1, 92*
COc1cccc(-c2[nH]nc3c2C(c2ccoc2)C(C#N)=C(N)O3)c1 (configuration not stated)
    9, -9, -20, ., -0.4, 9, 5, -5, 3, 11
C/C(=N\NC(=S)Nc1ccc(C)cc1)c1cc2ccccc2o1
    -2, 26, 6, 4, 1.4, -26, 3, -5, -1, 6
CC(C)(C)[C@H]1C=C(C(=O)N2CCN(Cc3ccc4c(c3)OCO4)CC2)O[C@@H](OCCCCO)C1
    3, -10, -5, -2, 0.1, 10, 4, -5, 2, 9
Cc1nc(CSc2nc3[nH]ncc3c(=O)n2-c2ccccc2)cs1
    9, -21, -29, ., 0.7, 21, 3, -9, -1, .
O=C(O)C1CC2CCC1CC2 (configuration not stated)
    -3, -2, -12, -7, 0.6, 2, -3, -4, -1, -3
Cc1ccc(NC(=O)CN(C)C(=O)CCC(=O)c2cccs2)cc1
    -13, -23, -13, ., 1.1, 23, 8, -4, -3, 1
CCn1c(=N)n(CC(=O)c2ccc(OC)cc2)c2ccccc21
    10, -2, 15, ., 0.2, 2, 3, -2, 5, 8
CSc1nc(NC(C)=O)nc(C)c1Br
    -13, -7, -19, 2, -2.6, 7, 10, -2, 3, 11
COCCNC(=O)C(c1ccc(F)cc1)N(C(=O)CCC(=O)Nc1nccs1)c1ccc(C)cc1 (configuration not stated)
    -8, -28, 7, 0, -1.0, 28, 0, 0, 1, -3
COC(=O)C1CCN(C(=O)C2CC(=O)N(c3ccc(C)c(Cl)c3)C2)CC1 (configuration not stated)
    -1, -1, -4, 17, -0.4, 1, -1, 12, 0, 47
O=C(O)CN=CC1=C(O)CC(c2ccccc2)CC1=O (configuration not stated)
    0, -11, -24, 0, 2.1, 11, 2, -5, -1, 6

# Three compounds already listed, sorted by formula weight, low to high:
# Below each SMILES: Rtt109 HAT inh, SR-BI DiI inh, PvdQ acylase, Wnt act, CDK5 inh, SR-BI DiI-HDL act, HTR5A ag, dFosB activator, cardiac RTF act, MITF TRPM1 HTS
CCO[C@H]1OC(C(=O)Nc2ccccc2)=C[C@@H](C2CC2)[C@@H]1CCCO
    1, -3, -11, 0, 0.1, 3, 8, -8, -3, 1
COc1ccc(Cl)cc1C(=O)NNC1CC(=O)N(Cc2ccc(Cl)cc2)C1=O (configuration not stated)
    -7, -17, -2, ., -1.4, 17, 3, -11, -5, -7
CC(C)(C)[C@H]1C=C(C(=O)N2CCN(Cc3ccc4c(c3)OCO4)CC2)O[C@@H](OCCCCO)C1
    3, -10, -5, -2, 0.1, 10, 4, -5, 2, 9

# The list goes on:
# Below each SMILES: Rtt109 HAT inh, SR-BI DiI inh, PvdQ acylase, Wnt act, CDK5 inh, SR-BI DiI-HDL act, HTR5A ag, dFosB activator, cardiac RTF act, MITF TRPM1 HTS
Cc1cc(C)cc(NC(=O)COC(=O)CCC2CCCC2)c1
    7, -3, 2, 3, -1.0, 3, 5, -12, 0, 19
CC(C)(C)c1ccc(C(=O)Nc2cccc([N+](=O)[O-])c2)cc1
    19, 46, -17, ., 0.2, -46, -5, 4, -7, 88*
CCOc1ccccc1C(=O)NC1CC2CCCC(C1)N2Cc1ccccc1 (configuration not stated)
    -6, 11, -13, -2, -2.9, -11, 4, -3, 3, -6
O=C(Nc1ncccn1)c1cc(-c2cccc(Br)c2)nc2ccccc12
    -3, 6, -1, 3, -1.0, -6, 2, -19, -2, 5
CCOC(=O)c1[nH]c(C)c(C(=O)N(C)Cc2ccccc2)c1C
    0, -4, -10, ., -1.4, 4, 6, -11, 7, 5
O=c1c2c([N+](=O)[O-])cc([N+](=O)[O-])cc2sn1-c1ccc(Br)cc1
    -6, 79*, -5, ., -0.9, -79, -1, -5, 9, -2
Cc1cc(C)cc(NC(=O)CSc2nc(=O)n3cc(C)ccc3n2)c1
    8, 33, -1, -1, 1.0, -33, 0, -13, 2, 3
CC(C)(C)NCCOc1ccc2ccccc2c1
    2, -22, -5, 1, 2.4, 22, -2, 3, -2, 1
CC(C)(C)OC(=O)C[C@@H]1C/C=C\C[C@H](CC(=O)N(CCO)Cc2ccccc2)C(=O)N2CCC[C@H]2COC1=O
    2, 9, 6, 0, 1.6, -9, 9, -11, -6, 8
Cc1ccc(S(=O)(=O)n2c([N+](=O)[O-])cnc2C)cc1C
    1, 44, 7, 5, -0.2, -44, 7, 1, 3, 10
O=C(NCCN1CCCCC1)/C(=N\O)c1ccccc1
    -1, 14, -1, -1, -0.1, -14, 1, 3, -3, -14
CC(NC(=O)c1ccc(Cn2cc([N+](=O)[O-])cn2)o1)c1ccccc1 (configuration not stated)
    -11, ., -5, -4, -0.5, ., 4, -8, 9, 4
CCOc1ccc(C(=O)OC(C)CN2CCCCC2)cc1 (configuration not stated)
    -3, 2, 1, 0, 1.3, -2, -1, 5, -3, .
Cc1nc(CS(=O)(=O)c2ccccc2)cc(Sc2ccc(Cl)cc2Cl)n1
    3, -14, -12, ., 1.7, 14, -1, -16, -1, 20
CC1=NN(CCc2ccccn2)C(=O)CC1
    -5, -14, -10, 3, -0.7, 14, 3, 4, 0, 2
O=C(c1cccs1)N1CCN(c2ccc([N+](=O)[O-])cc2F)CC1
    6, 11, -10, 1, 0.4, -11, 2, -5, -7, 7
CCCNC(=O)C(=O)NCC(c1ccc2c(c1)OCO2)N1CCN(c2ccc(F)cc2)CC1 (configuration not stated)
    -7, 0, -8, -2, 0.9, 0, 0, -5, 3, 11
COc1ccc(N=C2NC(=O)S/C2=C\c2ccc(N(C)C)cc2)cc1
    13, 33, 7, 12, 1.3, -33, -6, -1, 174*, 24
CN(C)/C=C/C(=O)c1ccc(F)cc1F
    -4, -19, -5, 18, 0.0, 19, -3, 6, 6, 3
C=CCn1c(=N)c(C(=O)NCCCOC)cc2c(=O)n3cc(C)ccc3nc21
    i, -6, -64, ., -0.8, 6, -3, 2, 1, .
COc1ccc(CNC(=O)COC(=O)CCS(=O)(=O)c2ccc(C)cc2)cc1OC
    8, -20, -7, -4, 1.1, 20, 2, -3, 0, 5
O=C(NCc1cccc(OC(F)(F)F)c1)c1ccc2c(c1)S(=O)(=O)c1cc(Cl)ccc1C2=O
    3, 9, -5, 2, -1.2, -9, 11, -5, -8, -3
N#CCCN(C(=O)COC(=O)CCc1nc2ccccc2c(=O)[nH]1)c1ccccc1F
    -8, -29, -16, -1, -0.5, 29, -2, 6, 4, -8
N#CCCN(Cc1cccnc1)C(=S)NC(=O)c1ccc(S(=O)(=O)N2CCCC2)cc1
    -1, -21, -7, 1, -1.4, 21, 0, 1, 2, 2
COc1ccc(S(=O)(=O)N2C3CCC2CC(NC(=O)C2CC2)C3)cc1 (configuration not stated)
    -4, -13, -6, ., -3.4, 13, -3, 2, 1, .
COc1ccc(CCN(C)C(=O)C2CCN(Cc3ccc(C)cc3)CC2)cc1OC
    -11, -11, -10, -1, -2.7, 11, 2, -4, 5, -9
O=C(NC1CCNCC1)C1CCCCC1
    -2, -32, -7, -1, 0.2, 32, -1, 3, -10, .
O=C(NC1CCCN(Cc2ccc(Cl)cc2)C1)c1ccoc1 (configuration not stated)
    3, -5, 1, 0, 1.5, 5, -1, 7, -4, 4
CCOC(=O)C(NS(=O)(=O)c1ccccc1)(C(F)(F)F)P(=O)(OCC(C)C)OCC(C)C (configuration not stated)
    -1, -23, -1, ., -0.8, 23, -4, 2, 0, 6
CCOc1cc(C2CC(=O)NC(SCC)=C2C#N)ccc1O (configuration not stated)
    -9, 4, -14, -1, -1.4, -4, 1, 3, 2, 1
Cc1cc(S(=O)(=O)NCCN2CCOCC2)c(C)s1
    -2, -8, -16, ., 4.3, 8, 1, 1, 0, .
Cc1nnc2n(-c3ccccc3)c(=O)c3ccccc3n12
    8, -23, -18, 3, 2.2, 23, 0, 4, 3, .
COC(=O)C1(C)NC(c2ccc(F)cc2)C2C(=O)N(c3ccc(C)cc3)C(=O)C21 (configuration not stated)
    -5, 1, -11, 0, 0.4, -1, 0, -4, 7, .
